Compound activity as filed in PubChem.
mIAP activ: activators of mouse IAP, primary screen, biochemical, luminescence, uHTS. muIAP, CDP-Star luminescence, 30 min; hits give high values; 1 = vehicle-only enzyme signal, 0 = enzyme-free wells. AID 2805, 2010. actives 0.24% (n = 330,000). activation factor at 10 µM;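 active = activation factor of at least 2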; also: the source names both 10 and 20 µM as test concentration; values of inactives mirror those of a sister screen read the other way
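Assay system: mouse IAP enzyme / Compound: DMSO-dissolved test compounds / Timing: 30 min, room temperature / Measured by: luminescence from enzymatic CDP-Star hydrolysis / Control set: DMSO-only wells, enzyme-free buffer wells as negative control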
MPTP inh: mitochondrial permeability transition pore inhibitors, primary screen, biochemical, isolated mouse mitochondria, absorbance; actives 1.4% (n = 360,000); Ca2+ swelling absorbance, 30 min; inhibition, % at 10 µM;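 active = inhibition of 50% or more, scaled per plate between neutral and stimulator controls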;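 also: 0% = DMSO wells given calcium and 100% = 1 mM EGTA wells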
APOBEC3G inh: APOBEC3G DNA deaminase inhibitors, primary screen, biochemical, fluorescence, single-stranded DNA substrate, uHTS; DNA dC->dU-editing enzyme APOBEC-3G (Homo sapiens), Q9HC16; recombinant A3G, ssDNA deamination FAM/TAMRA fluorescence; inhibition, % at 20 µM; actives 0.28% (n = 330,000); AID 493012, 2011;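 active = inhibition of at least 40% at 20 µM, with no more than 30% in the related APOBEC3A deaminase screen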;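 also: plate controls were DMSO wells with A3G for no effect and wells lacking A3G enzyme for full effect; some compounds called inactive have numbers as strong as hits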
hIAP act: human IAP activators, primary screen, biochemical, luminescence, uHTS. Intestinal-type alkaline phosphatase (Homo sapiens), P09923. purified human IAP, CDP-Star luminescence, 30 min; hits give high values; 1 = vehicle-only enzyme, 0 = enzyme-free background. activation factor at 10 µM. actives 0.16% (n = 330,000);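 active = activation factor of the enzyme at least 2-fold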; also: the source names both 10 and 20 µM as test concentration; values of inactives mirror those of a sister screen read the other way
Target sequence (P09923 whole entry, looked up): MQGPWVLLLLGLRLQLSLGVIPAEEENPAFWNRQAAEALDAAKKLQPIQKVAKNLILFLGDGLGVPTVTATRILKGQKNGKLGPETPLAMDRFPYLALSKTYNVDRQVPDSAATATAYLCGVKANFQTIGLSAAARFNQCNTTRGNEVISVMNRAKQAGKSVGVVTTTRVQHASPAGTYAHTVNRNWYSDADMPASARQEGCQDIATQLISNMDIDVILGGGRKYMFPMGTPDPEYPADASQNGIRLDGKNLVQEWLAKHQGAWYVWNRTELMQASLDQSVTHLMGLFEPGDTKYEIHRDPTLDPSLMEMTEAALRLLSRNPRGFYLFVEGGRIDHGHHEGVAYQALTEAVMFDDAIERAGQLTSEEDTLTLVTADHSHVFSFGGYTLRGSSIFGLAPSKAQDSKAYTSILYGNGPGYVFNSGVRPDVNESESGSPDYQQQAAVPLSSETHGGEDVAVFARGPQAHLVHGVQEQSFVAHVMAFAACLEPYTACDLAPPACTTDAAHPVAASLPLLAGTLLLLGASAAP
hIAP block: human IAP inhibitors, primary screen, biochemical, luminescence, uHTS | Intestinal-type alkaline phosphatase (Homo sapiens), P09923 | purified IAP, CDP-Star luminescence, 30 min | inhibition, % at 10 µM | actives 0.12% (n = 330,000);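 active = inhibition reaching a set limit with compound at 10 µM in the primary screen, cut at about 35% in these data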;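 also: plate controls were DMSO wells with enzyme for no effect and no-enzyme buffer wells for full effect; values of inactives mirror those of a sister screen read the other way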
NR3A LBD binder: binders of NR3A ligand-binding domain, primary screen, biophysical, differential scanning fluorimetry, uHTS; AID 1259313, 2017; Tm shift relative to glycine control, % at 25 µM; actives 2.5% (n = 340,000); NR3A LBD differential scanning fluorimetry, Tm shift; 0% = protein alone, 100% = glycine-bound protein;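 active = melting temperature shift of at least 10% of the positive control shift, at one fixed dose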
beta cell repl: inducers of MIN6 beta-cell proliferation, primary screen, ATP luminescence, uHTS | MIN6 cells proliferation, ATPlite luminescence, 48 h; cells starved in 0.2% serum; 100% = growth in 10% serum | proliferation, % at 10 µM | actives 0.29% (n = 330,000);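 active = compounds whose signal lies at least 3.5 SD above the mean of all wells on their plate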;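 also: 0% = DMSO-treated cells in low-serum medium and 100% = 10% serum control; some compounds called inactive have numbers as strong as hits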
mIAP block: inhibitors of mouse IAP, primary screen, biochemical, luminescence, uHTS. actives 0.2% (n = 330,000). purified mouse IAP, CDP-Star luminescence, 30 min. AID 2806, 2010. intestinal alkaline phosphatase [Mus musculus]. inhibition, % at 10 µM;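 active = inhibition of at least 40% at 10 µM in the primary screen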;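 also: plate controls were DMSO with enzyme for no effect and no enzyme wells for full effect; values of inactives mirror those of a sister screen read the other way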
APOBEC3A inh: APOBEC3A ssDNA deaminase inhibitors, primary screen, selectivity assay for APOBEC3G inhibitor project, biochemical, FAM/TAMRA oligo cleavage fluorescence | DNA dC->dU-editing enzyme APOBEC-3A (Homo sapiens), P31941 | recombinant A3A, FAM/TAMRA ssDNA deamination fluorescence | inhibition, % at 20 µM | actives 0.41% (n = 330,000) | AID 493011, 2011;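 active = at least 40% inhibition at 20 µM here, with at most 30% in a related deaminase screen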;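 also: plate controls were A3A with DMSO for no effect and wells lacking A3A enzyme for full effect; some results filed as inactive read as strong as hits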
Target sequence (P31941 whole entry, looked up): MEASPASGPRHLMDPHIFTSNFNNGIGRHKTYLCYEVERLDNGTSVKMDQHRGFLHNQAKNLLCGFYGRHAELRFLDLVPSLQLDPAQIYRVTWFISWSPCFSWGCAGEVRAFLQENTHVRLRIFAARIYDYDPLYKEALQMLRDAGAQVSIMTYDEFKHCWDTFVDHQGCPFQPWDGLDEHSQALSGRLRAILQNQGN
* = called active by the depositor; / = no result given. Not a hit list, and some 5% of all compounds hit somewhere here.

SMILES	mIAP activ	MPTP inh	APOBEC3G inh	hIAP act	hIAP block	NR3A LBD binder	beta cell repl	mIAP block	APOBEC3A inh
CCOC(=O)c1sc(SCC(=O)Nc2ccc(N(C)C)cc2)nc1N	0.93	1.4	-8	1.1	-11	6	-4	7	-2
Cc1ccc(C(C(=O)NC2CCCCC2)N(Cc2cccnc2)C(=O)c2csnn2)cc1 (stereo unspecified)	0.95	-0.1	-9	0.86	14	-2	0	5	-3
O=C(CSc1nnnn1-c1ccccc1)Nc1ccc(Cl)cn1	1.1	9.6	-5	1.2	-18	0	-2	-7	-3
COc1ccc(NC(=O)c2ccccc2-c2ccc(C(F)(F)F)cc2)cc1S(=O)(=O)N1CCOCC1	1.1	0.1	-7	0.95	5	2	-2	-12	-7
CC(C)(C)c1cc(C(=O)N/N=C/c2ccc(O)cc2)n(-c2ccccc2)n1	0.86	-1.0	-7	1	0	10	0	14	1
CCCn1nnnc1NCc1ccc(N(CC)CC)cc1	0.93	0.8	-7	1.1	-6	-2	-1	7	-1
COc1ccc2cc3cc(C(=O)Nc4ccc5c(c4)OCO5)oc3nc2c1	1.1	1.4	-1	1	-2	26*	0	-6	3
COc1ccc(NC(=O)NCc2ccncc2)c(OC)c1	0.99	-1.5	-1	1.1	-12	1	-3	1	-1
O=C(CN1C(=O)c2ccc([N+](=O)[O-])cc2C1=O)Nc1ccccc1N1CCCC1	0.93	-2.3	-4	1	-4	1	0	7	0
Nc1cc(N)nc(CS)n1	1.1	2.1	-6	0.99	1	0	0	-9	-13
S=c1nc(NCCc2ccccc2Cl)c2ccccc2[nH]1	0.94	2.5	-8	1.2	-18	-24	0	6	-3
COc1ccc(CN2CCCC(N3CCc4ccccc4C3)C2)c(O)c1 (stereo unspecified)	0.81	-0.3	-7	1.4	-36	1	0	19	-3
Cc1cccc(-c2sc(Nc3ccccc3)n[n+]2-c2ccc(F)cc2)c1	1.1	0.4	-5	0.93	7	-1	2	-6	-5
O=C(Cc1n[nH]c(=O)c2ccccc12)Nc1cc(Cl)ccc1-n1cncn1	0.99	-2.3	-12	0.99	1	-2	-5	1	-4
Cc1cc(Cl)cc(Cl)c1OCCOCCN(C)C	0.94	0.1	-12	1	-2	2	2	6	-2
COc1ccc(C(=O)NCC(=O)N2CCN(C(=O)c3ccco3)CC2)cc1	0.96	-2.1	1	0.82	18	1	1	4	6
CCC(C(=O)OCC(=O)Nc1cc(C)ccc1OC)c1ccccc1 (stereo unspecified)	1	2.2	0	1.1	-7	2	1	-2	0
N/C(=N\OC(=O)Cc1ccccc1)c1ccc([N+](=O)[O-])cc1	1.1	1.0	1	0.78	22	0	-1	-5	19
COc1ccc(S(=O)(=O)N2CCOC2CNC(=O)C(=O)NCCc2ccccc2OC)cc1 (stereo unspecified)	1	-2.3	-9	1.1	-11	2	4	-1	-4
CCO[C@H]1OC(C(=O)N2CCCCCCC2)=C[C@@H](c2coc3ccccc3c2=O)[C@@H]1CCCO	1.1	-0.7	-2	1.1	-8	-2	0	-5	-1
CCC(C)[C@H](NC(=O)OC(C)(C)C)C(=O)N/N=C/C1=Cc2ccccc2OC1 (stereo partly specified)	1.1	2.0	5	1.1	-8	-3	-4	-7	4
O=C1CN(C(=O)COC(=O)c2ccc([N+](=O)[O-])o2)c2ccccc2N1	0.95	-0.7	-2	0.92	8	1	1	5	1
O=[N+]([O-])c1ccc(S(=O)(=O)N2CCN(c3ccnc4cc(Cl)ccc34)CC2)cc1	0.88	1.4	-8	1	-4	6	-1	12	-1
COc1ccc(S(=O)(=O)N2CCN(CCOc3ccccc3Cl)CC2)cc1OC	1	-1.6	-9	1.1	-10	1	1	-3	-3
O=C(NC(Cc1ccccc1)c1ccc2c(c1)OCCCO2)c1ccc(F)cc1 (stereo unspecified)	1.1	6.6	-7	0.92	8	-3	-4	-14	-4
(further entries)
SMILES	mIAP activ	MPTP inh	APOBEC3G inh	hIAP act	hIAP block	NR3A LBD binder	beta cell repl	mIAP block	APOBEC3A inh
CCCC1(C(=O)OC)NC(c2ccc(OC)c(OC)c2)C2C(=O)N(c3cccc(C(C)=O)c3)C(=O)C21 (stereo unspecified)	1	0.5	-13	1	-1	6	-2	-4	-5
CCCCCCCCOC(=O)c1nc(Cl)c(Cl)c(N)c1Cl	0.95	15	-5	0.97	3	5	0	5	0
COCCNC(=O)Cn1c(=O)n(C)c2ccccc21	0.88	1.1	-1	1	-2	-2	-2	12	-1
CC(C)(C)OC(=O)NNC1CC(=O)N(c2ccccc2F)C1=O (stereo unspecified)	0.97	-0.7	-2	0.98	2	0	-3	3	-2
O=C(Cn1c(=O)oc2cc(S(=O)(=O)N3CCCC3)ccc21)N1CCCC1	1	-3.6	1	1.1	-11	1	-1	-4	1
CCN(CC)C(=O)CSc1nc2ccsc2c(=O)n1CCCC(=O)NCCc1ccc(S(N)(=O)=O)cc1	1	-1.9	-2	0.93	7	2	-4	-4	5
CCN(CC)S(=O)(=O)c1ccc(C(=O)NCCc2ccccn2)cc1	0.95	-4.2	-8	0.96	4	0	0	5	1
CCOC(=O)c1ccc(-c2ccc(/C=N/NC(=O)CN(c3cccc(C)c3)S(C)(=O)=O)o2)cc1	0.93	4.0	0	0.98	2	5	-2	7	2
Cc1[nH][nH]c(=O)c1C(c1ccc2c(c1)OCO2)c1c(C)[nH][nH]c1=O	1	-1.5	-11	1.2	-20	3	-4	0	-4
CC(C)N1CCC(=NNc2ccc(S(=O)(=O)N3CCOCC3)cc2[N+](=O)[O-])CC1	0.87	1.7	-3	0.76	24	-8	-1	13	4
Nc1ccc(S(N)(=O)=O)cc1	1.1	-2.8	-4	1.2	-22	-1	-4	-10	5
COC(=O)c1ccccc1S(=O)(=O)N1CCC(C(=O)NC2CCCCC2)CC1	1.1	-1.0	3	1	-3	2	-1	-7	8
O=C(OC1CCCCC1=O)c1ccc(S(=O)(=O)Nc2ccccc2)cc1 (stereo unspecified)	1.1	2.5	-3	0.93	7	-1	-1	-7	-3
CCN(C[C@H]1N[C@@](C)(C(=O)OC)[C@H]2C(=O)N(C)C(=O)[C@@H]12)S(=O)(=O)c1ccc(C)cc1	1.1	1.7	-7	0.96	4	1	-2	-6	-4
Cn1c(=O)n(C)c2cc(NC(=O)CCl)ccc21	1	0.0	-4	0.99	1	-1	-6	-2	-1
Cc1cc(C(=O)Nc2ccc(F)cc2)c2ccccc2n1	0.94	0.4	-1	0.89	11	0	-3	6	-2
Cn1c(-c2sccc2OCc2ccccc2)n[nH]c1=S	0.98	0.1	45*	0.95	5	2	1	2	-1
O=S1(=O)CCO[C@H]2Cc3ccccc3[C@H]2N1Cc1cccc(Cl)c1	0.91	1.5	-1	1	0	-3	-3	9	3
CN(C(=O)COC(=O)CNC(=O)c1ccc(Cl)cc1Cl)c1ccccc1	1.1	0.8	3	1.1	-8	1	-1	-6	3
COC(=O)C/C=C/[C@@H](C)[C@@H](/C=N/O[C@H](C)c1cn([C@@H]2COC[C@H]2O)nn1)NS(=O)(=O)c1ccc(C)cc1	1.1	/	0	1.1	-12	/	-5	-6	3
COc1cccc(N2CC(C(=O)Nc3nnc(SCCN4CCOCC4)s3)CC2=O)c1 (stereo unspecified)	0.9	-1.0	-8	1.1	-14	-2	3	10	-5
COc1ccc(NC(=O)c2cccc(N3C(=O)NC4CC3(C)Oc3ccccc34)c2)cc1 (stereo unspecified)	1.1	0.4	-2	0.97	3	3	3	-11	-1
CCC(=O)OC1(C)C(=O)C=C2C=C(c3ccsc3)OC=C2C1=O (stereo unspecified)	0.86	4.1	0	0.87	13	-4	-5	14	5
CCOc1cc(/C=C/c2ccc3cccc([N+](=O)[O-])c3n2)ccc1O	0.93	2.9	-5	1.2	-15	25*	-1	7	-3
N/C(=N\O)c1ccncc1	1	-0.1	-8	1.2	-18	1	-2	-4	-4
O=C(C1CCN(S(=O)(=O)N2CCC3(CC2)OCCO3)CC1)N1CCC(Cc2ccccc2)CC1	0.97	1.7	-3	1	-1	0	-3	3	1
CCCCNC(=O)[C@H]1C[C@H]1[C@@H](O)[C@H](CO)NC(=O)[C@H](COCc1ccccc1)NC(=O)OC(C)(C)C	0.93	0.4	-2	0.85	14	0	2	7	-1
O=C(Nc1ccc(N2CCOCC2)cc1)C1CCCCC1	0.96	-0.6	2	1.1	-9	2	-2	4	2
CCn1c(SCC(=O)NCc2ccco2)nnc1C1CCCC1	1	0.5	-2	0.96	4	1	-3	-3	-3
CC(C)(C)c1ccc2c(c1)OC(C(=O)N/N=C\c1ccc[nH]1)CO2 (stereo unspecified)	0.96	0.5	-5	1.2	-17	-3	-8	4	-3

Entries shown so far that have an aryl methoxy group:
SMILES	mIAP activ	MPTP inh	APOBEC3G inh	hIAP act	hIAP block	NR3A LBD binder	beta cell repl	mIAP block	APOBEC3A inh
COc1ccc(NC(=O)c2ccccc2-c2ccc(C(F)(F)F)cc2)cc1S(=O)(=O)N1CCOCC1	1.1	0.1	-7	0.95	5	2	-2	-12	-7
COc1ccc2cc3cc(C(=O)Nc4ccc5c(c4)OCO5)oc3nc2c1	1.1	1.4	-1	1	-2	26*	0	-6	3
COc1ccc(NC(=O)NCc2ccncc2)c(OC)c1	0.99	-1.5	-1	1.1	-12	1	-3	1	-1
COc1ccc(CN2CCCC(N3CCc4ccccc4C3)C2)c(O)c1 (stereo unspecified)	0.81	-0.3	-7	1.4	-36	1	0	19	-3
COc1ccc(C(=O)NCC(=O)N2CCN(C(=O)c3ccco3)CC2)cc1	0.96	-2.1	1	0.82	18	1	1	4	6
CCC(C(=O)OCC(=O)Nc1cc(C)ccc1OC)c1ccccc1 (stereo unspecified)	1	2.2	0	1.1	-7	2	1	-2	0
COc1ccc(S(=O)(=O)N2CCOC2CNC(=O)C(=O)NCCc2ccccc2OC)cc1 (stereo unspecified)	1	-2.3	-9	1.1	-11	2	4	-1	-4
COc1ccc(S(=O)(=O)N2CCN(CCOc3ccccc3Cl)CC2)cc1OC	1	-1.6	-9	1.1	-10	1	1	-3	-3
CCCC1(C(=O)OC)NC(c2ccc(OC)c(OC)c2)C2C(=O)N(c3cccc(C(C)=O)c3)C(=O)C21 (stereo unspecified)	1	0.5	-13	1	-1	6	-2	-4	-5
COc1cccc(N2CC(C(=O)Nc3nnc(SCCN4CCOCC4)s3)CC2=O)c1 (stereo unspecified)	0.9	-1.0	-8	1.1	-14	-2	3	10	-5
COc1ccc(NC(=O)c2cccc(N3C(=O)NC4CC3(C)Oc3ccccc34)c2)cc1 (stereo unspecified)	1.1	0.4	-2	0.97	3	3	3	-11	-1
